Compound activity from PubChem.
Nrf2 ARE act: qHTS of Nrf2 Activators; AREc32 ARE-luciferase reporter (MCF7-derived line), luminescence, 24 h; Potency, µM (top dose mostly 46.1 µM), inactives show top-dose activation, actives largely listed as activators; 410,000 compounds, 0.31% hits; AID 624171, 2012; further: potency means the concentration at half of the fitted maximal effect; % of control where 0% means no effect; nearly all actives have a fitted effect of over 65% in size
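Luciferase luminescence (Steady-Glo, 30 min at room temperature) served as the read-out of ARE activation in AREc32 cells treated with compounds for 24 hr at 37 deg C.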
ATXN viability: Viability Counterscreen for Primary qHTS for Inhibitors of ATXN expression; S2 cells (HEK-293 line with an ATXN2-luciferase reporter) viability, CellTiter-Fluor protease fluorescence, 24 h; Potency, µM (titrated, usually from 56.7 µM), usual class: cytotoxic; 400,000 compounds, 0.49% hits; further: potency means the concentration at half of the fitted maximal effect; nearly all actives have a fitted effect of over 40% in size
IL2 activator: qHTS of IL-2 Activators. IL-2 activation reporter assay, cell-based qHTS; stimulated with anti-CD3/CD4/CD28 beads; in transgenic mouse T cells. activation, % (series mostly up to about 46 µM). 360,000 compounds, 0.065% hits; in the data active means activation above about 50%; inconclusive means mostly about 30% to 49%; further: 0% is about no effect
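Readout: EGFP and DsRed signals by fluorescent plate cytometry. Unstimulated transgenic mouse T cells received compound 60 min before antibody-bead stimulation, then incubated 18 h at 37 degrees C.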
ATXN2 expr inh: Primary qHTS for Inhibitors of ATXN expression. HEK-293 ATXN2-luciferase reporter, luminescence, 24 h. Potency, µM (highest dose often 57 µM), for the others: top-dose activity change, negative = inhibition, most hits filed as inhibitors. 360,000 compounds, 0.72% hits; further: potency means the concentration at half of the fitted maximal effect; on the % scale 0 is the no-effect control and ±100 the full control effect; nearly all actives have a fitted effect of over 55% in size
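qHTS (up to 57 uM final) was run with 24 h compound exposure of reporter cells at 37 °C. Each well was multiplexed: SteadyGlo luminescence measured ATXN2-luciferase expression after a fluorogenic Gly-Phe-AFC viability readout (25 uM final).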
Nrf2 block: Nrf2 qHTS screen for inhibitors | A549 ARE-Fluc reporter, luciferase luminescence, 18-24 h | 360,000 compounds, 2.1% hits | Potency, µM (highest dose often 46 µM), for the others: top-dose activity change, negative = inhibition, actives largely listed as inhibitors; further: potency means the concentration at half of the fitted maximal effect; on the % scale 0 is the no-effect control and ±100 the full control effect; nearly all actives have a fitted effect of over 60% in size
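Quantitative HTS in A549 cells stably bearing an antioxidant response element-firefly luciferase construct. Inhibition of Nrf2-driven transcription was scored by luminescence after 18-24 h of compound exposure at 37 °C.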
TGFb inhibitor: qHTS for Inhibitors of TGF-b; HepG2 CAGA-GFP TGF-b/SMAD3 reporter, GFP fluorescence, 18 h; TGF-beta stimulated, 500 pg/mL final; Potency, µM (series often up to 46.1 µM), for the others: top-dose activity, negative = inhibition, usual class: inhibitors; 410,000 compounds, 1.2% hits; AID 588855, 2011; further: potency means the concentration at half of the fitted maximal effect; on the % scale 0 is the no-effect control and ±100 the full control effect; nearly all actives have a fitted effect of over 65% in size
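First, reporter cells (HEPG2 CAGA-GFP) rested 2 h at 37 degrees C. Next, compounds were pinned in and TGF-beta added to 500 pg/mL final. After 18 h, GFP was imaged per cell and summed per well.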
HepG2 viability: qHTS for Inhibitors of TGF-b: Cytotox Counterscreen; HepG2 CAGA-GFP viability, ATP luminescence, 18 h; Potency, µM (highest dose often 46.1 µM), for inactives: at the highest dose activity change, negative = cytotoxicity, usual class: cytotoxic; 410,000 compounds, 0.76% hits; further: potency means the concentration at half of the fitted maximal effect; some results filed as inactive show a strong effect at the top dose
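CellTiter-Glo luminescence gave cytotoxicity after 18 hours at 37 degrees C. The cells were HepG2 CAGA-GFP in 1% FBS DMEM, stimulated with 500 pg/mL TGF-beta after compound addition. %Activity was normalised to no-cell wells (complete cell-killing) and DMSO (no toxicity), and curves were fitted and classified.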
A549 viability: Nrf2 qHTS screen for inhibitors: counterscreen for cytotoxicity; Potency, µM (titrated, usually from 46 µM), without a hit: top-dose activity change, negative = cytotoxicity, actives largely listed as inhibitors; 390,000 compounds, 0.16% hits; A549 ARE-Fluc cells, CellTiter-Fluor viability, 18-24 h; further: potency means the concentration at half of the fitted maximal effect; on the % scale 0 is the no-effect control and ±100 the full control effect
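A549 ARE-Fluc cells in 5% FBS OPTI-MEM, 5000 cells/well, rested 2 h then exposed to compounds in concentration-response for 18-24 h at 37 °C. Viability by CellTiter-Fluor fluorescence (Ex 405/Em 525) after 30 min; luciferase luminescence (BugLite, 15 min, RT) read afterwards.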
EPAC2 agonist: qHTS for Agonist of cAMP-regulated guanine nucleotide exchange factor 4 (EPAC2): primary screen | EPAC2 activation, biochemical qHTS; response scale: 100% = 6.5 mM cAMP response | 360,000 compounds, 0.079% hits | Potency, µM (highest dose often 154 µM), for inactives: at the highest dose activation, usual class: activators | AID 720711, 2013; further: potency means the concentration at half of the fitted maximal effect; nearly all actives have a fitted effect of over 50% in size
Target sequence (Q8WZA2 whole entry, looked up): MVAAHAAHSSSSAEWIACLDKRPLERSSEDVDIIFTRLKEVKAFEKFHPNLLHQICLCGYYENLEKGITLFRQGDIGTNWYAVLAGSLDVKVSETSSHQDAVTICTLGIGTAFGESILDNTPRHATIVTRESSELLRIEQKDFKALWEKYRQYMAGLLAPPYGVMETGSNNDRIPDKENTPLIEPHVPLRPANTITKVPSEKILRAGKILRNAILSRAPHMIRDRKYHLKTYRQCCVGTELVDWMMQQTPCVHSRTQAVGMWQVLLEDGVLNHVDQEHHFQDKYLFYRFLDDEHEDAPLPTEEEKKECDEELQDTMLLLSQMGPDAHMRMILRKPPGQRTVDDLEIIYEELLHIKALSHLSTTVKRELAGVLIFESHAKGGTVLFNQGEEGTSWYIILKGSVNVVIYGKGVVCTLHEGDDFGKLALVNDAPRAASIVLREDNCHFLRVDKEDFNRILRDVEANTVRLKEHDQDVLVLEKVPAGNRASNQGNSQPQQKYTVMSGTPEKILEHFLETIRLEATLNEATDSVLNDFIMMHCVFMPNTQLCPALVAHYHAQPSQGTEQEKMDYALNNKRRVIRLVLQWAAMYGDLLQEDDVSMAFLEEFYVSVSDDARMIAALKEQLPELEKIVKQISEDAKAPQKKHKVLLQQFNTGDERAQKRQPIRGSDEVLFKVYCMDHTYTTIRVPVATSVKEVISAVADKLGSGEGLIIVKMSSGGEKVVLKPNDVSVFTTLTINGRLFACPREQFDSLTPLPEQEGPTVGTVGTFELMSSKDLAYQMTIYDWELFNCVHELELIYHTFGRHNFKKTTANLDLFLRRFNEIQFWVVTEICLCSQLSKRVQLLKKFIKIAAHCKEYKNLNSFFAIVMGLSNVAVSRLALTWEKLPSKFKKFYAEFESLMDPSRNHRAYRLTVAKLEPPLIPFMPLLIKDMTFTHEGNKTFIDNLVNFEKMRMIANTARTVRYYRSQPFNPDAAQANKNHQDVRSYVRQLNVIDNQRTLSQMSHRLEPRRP
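Compounds were added across a concentration range to EPAC2 (100 nM), RAP1B-BODIPY-GDP (250 nM) and GDP (50 uM). After 5 min at room temperature, fluorescence was recorded at 5-min intervals for 30 min.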
Numbers without * were called inactive; i = inactive; ? = inconclusive; . = not tested or not shown; [ ] = another dose, or the depositor's remark. Unless noted, the call rests on the fitted dose curve; in most records, active means well fitted curve in the direction sought with a large enough effect; inconclusive means small, poorly fitted or top-dose-only effect, or another doubt; inactive means no such curve, though single readings can be large; an effect the other way counts as inactive or inconclusive.

SMILES | Nrf2 ARE act | ATXN viability | IL2 activator | ATXN2 expr inh | Nrf2 block | TGFb inhibitor | HepG2 viability | A549 viability | EPAC2 agonist
O=C(O)COc1ccccc1/C=N/NC(=O)CSc1nc2ccccc2c(=O)n1-c1ccc(Cl)cc1 | -0.6% | i | -1.3 | -2% | 4% | -2% | 5% | -2% | 11%
O=C(Nc1cccc(C(F)(F)F)c1)c1cnc2n(c1=O)CCS2 | 0.7% | i | 0.7 | 9% | 1% | -1% | 0% | -4% | 7%
CCOC(=O)c1nn(-c2ccc(C)cc2)c(=O)cc1OCC(=O)Nc1ccc(OC)cc1 | 0.3% | i | 1.8 | -4% | -11% | 0% | 7% | 2% | 0%
CCn1c(Cc2ccccc2)nnc1SCC(=O)Nc1ccc(N2CCOCC2)c(Cl)c1 | 2.7% | i | -0.5 | 3% | -1% | 0% | 11% | -3% | -26%
COc1ccc([C@H]2N[C@]3(CCCN(Cc4ccc(Br)cc4)C3=O)[C@H]3C(=O)N(Cc4ccccc4)C(=O)[C@@H]23)cc1 | 2.9% | i | -2.0 | -5% | . | 2% | -5% | . | -5%
COc1ccccc1NC(=S)N1CCNC(=O)C1CC(=O)Nc1cccc(C)c1 (centres undefined) | -0.1% | i | -2.2 | 2% | 9% | 2% | -2% | -4% | -4%
Cc1ccc(-c2cc(-c3ccccc3)nc(Cl)n2)cc1 | 9.4% | i | -2.5 | 23% | -20% | ? | -24% | 12% | 13%
CC(=O)C1=C(O)C(=O)N(c2ccc(Br)cc2)C1c1ccc(Br)cc1 (centres undefined) | 3.6% | i | 1.6 | -4% | -14% | -16% | -11% | -14% | -9%
CN(Cc1cn(C)c2ccccc12)C(=S)Nc1cc(F)cc(F)c1 | 1.3% | i | 0.4 | -4% | 10% | -25% | 9% | -1% | -9%
CC(=O)Nc1nc2ccc(C(=O)NC3CCCCC3)cc2s1 | 3.2% | ? | 1.0 | 20% | . | -28% | -2% | -8% | -9%
CC(=O)NCCC(=O)NCC1(N(C)Cc2ccccc2)Cc2ccccc2C1 | 0.5% | ? | 1.0 | -5% | 3% | -4% | -46% | 1% | 8%
COc1ccc(CCNC(=O)c2ccc(-n3c(C)cc4c3CCC(C)C4)cc2)cc1OC (centres undefined) | ? | ? | . | ? | 12% | -1% | -13% | -2% | .
CCn1c(SCC(=O)c2ccccc2)nnc1-c1cccc(Cl)c1 | 5.1% | i | . | 9% | -14% | ? | -14% | -7% | .
CC1(C)CC(NS(=O)(=O)OCC(Cl)(Cl)Cl)c2cc(C#N)ccc2O1 (centres undefined) | -0.2% | ? | -1.7 | ? | ? | ? | -25% | ? | 10%
CCOC(=O)N1CCN(C(=O)CCc2nc3sc4c(c3c(=O)[nH]2)CCCC4)CC1 | 2.5% | i | -2.6 | 6% | -1% | 9% | 7% | 0% | 9%
Cc1cc(C(=O)NC2CCCCCC2)c2ccccc2n1 | 4.1% | i | 0.2 | 10% | 0% | -11% | -16% | 10% | -2%
O=C(CN1C(=O)C2C3c4ccccc4C(c4ccccc43)C2C1=O)N1CCOCC1 (centres undefined) | 0.2% | i | -2.9 | -2% | -8% | 2% | -3% | -3% | 3%
Cc1ccccc1N=CC=C1OC(C)(C)C(C)(C)O1 | 2.9% | i | -0.2 | 4% | -8% | -8% | -14% | -5% | 1%
CC1CN(C(=O)c2ccccc2NS(=O)(=O)c2ccc(Cl)cc2)CC(C)O1 (centres undefined) | -0.5% | i | -2.6 | -8% | 0% | -8% | 1% | 0% | 1%
COc1cccc(NC(=O)c2nn(C34CC5CC(CC(C5)C3)C4)cc2[N+](=O)[O-])c1 | -0.8% | i | -3.6 | -7% | -17% | -6% | 4% | -9% | 2%
Cc1ccc(NC(=O)CN(C)S(=O)(=O)c2ccc3c(c2)n(C)c(=O)c(=O)n3C)cc1F | 2.4% | i | . | 7% | 16% | -2% | -1% | 1% | .
Cc1cc(Br)ccc1OCC(=O)NNC(=O)CCc1ccccc1 | -0.9% | i | -2.4 | 6% | 6% | -24% | 2% | 4% | -4%
COc1ccc2ccccc2c1/C=N/NC(=O)c1cccc(C)c1 | 4.9% | i | -0.3 | . | -42% | 47%[activator] | 34% | 6% | 12%
CC(NC(=O)COC(=O)c1nc(Cl)ccc1Cl)c1ccccc1 (centres undefined) | -0.2% | i | -3.8 | -10% | ? | -5% | 0% | -7% | -1%
COc1ccc(Cl)cc1-c1nc(-c2ccncc2)no1 | 6.3µM* | i | 0.3 | 38%[activator] | ? | -6% | -24% | 0% | -11%
COc1ccc(C2Nc3ccccc3C(=O)N2Cc2ccccc2)cc1COc1ccccn1 (centres undefined) | -0.6% | i | -2.8 | -4% | -27% | -20% | -3% | -6% | -15%
CCOC(=O)c1ccccc1NC(=O)CSc1nccn1Cc1ccco1 | 0.8% | . | . | . | . | -11% | -14% | 16% | .
CN1CCN(CCCNC(=O)Nc2ccc([N+](=O)[O-])cc2)CC1 | -0.1% | i | -2.6 | 0% | 17% | 23% | 11% | 1% | -3%
CCC(=O)c1ccc(OCC(O)Cn2nc(C)cc2C)cc1 (centres undefined) | -0.8% | i | -0.1 | . | -3% | -1% | -2% | 1% | 9%
Cc1cc(=O)n(-c2ccc(O)cc2)[nH]1 | 4.8% | ? | -0.4 | -11% | -7% | -4% | 14% | -6% | 9%
Cc1nc2nc(C)c(CCC(=O)NCCC3=CCCCC3)c(C)n2n1 | -0.6% | i | 0.9 | -2% | -8% | -1% | 11% | 5% | 3%
COCCn1nnnc1C(c1cc2cc(OC)c(OC)cc2[nH]c1=O)N1CCN(c2ccc(O)cc2)CC1 (centres undefined) | 0.3% | i | 0.2 | -8%[11.3 µM] | -2% | 4% | 2% | 2% | 10%
CCCS(=O)(=O)NC(=O)C1(C)CCCN(C(=O)c2cc(C)nn2C(C)(C)C)C1 (centres undefined) | -1.3% | i | -1.1 | 13% | . | 2% | 7% | . | 8%
Cc1ccc(SC2=C(N(C)C)C(=O)c3ccccc3C2=O)cc1 | ? | ? | -0.3 | ? | -4% | 10µM* | -50% | 12% | 26%
O=C1NC(=S)SC1=C1CCCC1 | 0.3% | i | 0.3 | 0% | -7% | -4% | 2% | 2% | -10%
Cc1oc2c(c(C)cc3oc(=O)c(CC(=O)NCc4ccc(F)cc4)c(C)c32)c1C | -0.5% | . | . | . | 8% | -12% | -8% | -13% | .
O=C(c1ccc(Cn2cc(Cl)c([N+](=O)[O-])n2)cc1)N1CCN(Cc2ccccc2)CC1 | 4.7% | i | 1.1 | . | 21µM* | ? | -29% | -11% | 14%
O=C(c1cccc(F)c1)N1CCN(S(=O)(=O)c2ccc(C(F)(F)F)cc2)CC1 | 0.0% | i | -2.8 | 5% | 8% | ? | -13% | -2% | -2%
Cc1cc(C)cc(OC2CCCCC2NS(=O)(=O)c2ccccc2)c1 (centres undefined) | 1.1% | ? | -3.5 | . | -17% | ? | -9% | -8% | 13%
CCc1ccc(N(C(=O)c2ccoc2C)C(C(=O)NC2CCCC2)c2ccc(OC)cc2)cc1 (centres undefined) | 0.4% | i | 2.2 | -3% | ? | -10% | -7% | ? | 5%

The final 3 compounds of the section above come first, to join the parts:
SMILES | Nrf2 ARE act | ATXN viability | IL2 activator | ATXN2 expr inh | Nrf2 block | TGFb inhibitor | HepG2 viability | A549 viability | EPAC2 agonist
O=C(c1cccc(F)c1)N1CCN(S(=O)(=O)c2ccc(C(F)(F)F)cc2)CC1 | 0.0% | i | -2.8 | 5% | 8% | ? | -13% | -2% | -2%
Cc1cc(C)cc(OC2CCCCC2NS(=O)(=O)c2ccccc2)c1 (centres undefined) | 1.1% | ? | -3.5 | . | -17% | ? | -9% | -8% | 13%
CCc1ccc(N(C(=O)c2ccoc2C)C(C(=O)NC2CCCC2)c2ccc(OC)cc2)cc1 (centres undefined) | 0.4% | i | 2.2 | -3% | ? | -10% | -7% | ? | 5%
NC(=O)c1cccn1Cc1cccc(Cl)c1 | -0.8% | i | -2.1 | -3% | 5% | 8% | -2% | 0% | 7%
CC(C)Cc1nnc(NC(=O)CCC(=O)N2CCN(S(=O)(=O)c3ccccc3)CC2)s1 | -0.2% | i | -1.2 | -5% | -11% | -20% | -87% | 12% | 0%
COc1ccc(CCNC(=O)COC(=O)/C=C/c2cc(OC)ccc2OC)cc1 | 3.7% | i | -3.4 | 5% | 2% | 12% | 1% | 2% | -2%
O=C(CCc1nnc(COc2ccccc2)o1)NCc1ccc(Cl)s1 | 0.6% | i | 0.3 | 12% | 15% | 7% | 9% | 3% | 2%
FC(F)(F)c1ccc(N2CCN(c3ncnc4c3nnn4Cc3ccccc3Cl)CC2)cc1 | -0.3% | ? | 1.8 | -12% | ? | -2% | 4% | -3% | 0%[15.6 µM]
O=[N+]([O-])c1cccnc1S(=O)(=O)c1ccccc1 | -3.2% | ? | -0.2 | -31% | -5% | 11µM* | 3.5µM* | 1% | 5%
CCOc1ccc(NC(=O)C2CCCN(S(=O)(=O)c3c(C)noc3/C=C/N(C)C)C2)cc1 (centres undefined) | -0.1% | i | . | 2% | 7% | ? | -5% | 5% | .
Cc1ccccc1Oc1nc(-c2ccccn2)nc2ccccc12 | 7.7% | ? | -0.6 | ? | -12% | ? | -29% | -12% | 4%
CCN(C(=O)COC(=O)c1cc(Cl)ccc1OC)c1c(N)n(Cc2ccccc2)c(=O)[nH]c1=O | 0.8% | i | 2.4 | . | ? | -6% | -16% | -1% | -4%
CCOC(=O)C(NS(=O)(=O)c1ccc(Br)cc1)C(C)C (centres undefined) | 0.0% | i | -0.8 | -3% | -1% | ? | -13% | 2% | 3%
